Screens: PubChem, National Center for Advancing Translational Sciences (NCATS)
GCN5L2 inh – qHTS Assay for Inhibitors of GCN5L2. Histone acetyltransferase KAT2A (Homo sapiens), Q92830. GCN5L2 HAT assay, ThioGlo1 CoA-SH fluorescence. Potency, µM (series often up to 58.9 µM), inactives show top-dose activity change, negative = inhibition, most hits filed as inhibitors. 390,000 compounds, 0.21% hits
Target sequence (Q92830 whole entry, looked up): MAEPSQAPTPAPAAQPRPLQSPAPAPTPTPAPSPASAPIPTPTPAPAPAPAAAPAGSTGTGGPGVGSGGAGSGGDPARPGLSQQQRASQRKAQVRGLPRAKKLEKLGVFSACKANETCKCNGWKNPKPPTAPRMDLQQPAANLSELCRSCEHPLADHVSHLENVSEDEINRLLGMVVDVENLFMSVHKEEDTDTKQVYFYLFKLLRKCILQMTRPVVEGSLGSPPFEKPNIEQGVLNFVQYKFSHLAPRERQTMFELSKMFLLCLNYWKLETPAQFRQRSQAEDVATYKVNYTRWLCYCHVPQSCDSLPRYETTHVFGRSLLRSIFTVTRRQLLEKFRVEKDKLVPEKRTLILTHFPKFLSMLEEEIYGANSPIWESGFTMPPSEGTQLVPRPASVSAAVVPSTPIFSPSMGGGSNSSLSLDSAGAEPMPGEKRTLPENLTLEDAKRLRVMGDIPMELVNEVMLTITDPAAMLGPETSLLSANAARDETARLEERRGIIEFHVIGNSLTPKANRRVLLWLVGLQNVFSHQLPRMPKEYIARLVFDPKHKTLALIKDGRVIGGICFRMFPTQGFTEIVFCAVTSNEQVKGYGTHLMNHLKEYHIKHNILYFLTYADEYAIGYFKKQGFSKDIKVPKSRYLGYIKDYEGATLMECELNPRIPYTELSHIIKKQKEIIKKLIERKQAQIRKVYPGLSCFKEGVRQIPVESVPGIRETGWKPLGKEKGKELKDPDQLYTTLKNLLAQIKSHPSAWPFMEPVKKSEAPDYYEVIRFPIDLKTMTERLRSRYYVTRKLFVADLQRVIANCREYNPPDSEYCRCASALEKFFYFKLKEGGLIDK
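Titration-based screen in which CoA formation is detected via maleimide probe ThioGlo1 (50uM) turning fluorescent on thiol reaction; substrates H3(1-25) 75uM and acetyl-CoA 70uM, GCN5L2 20nM, 20 min incubation at room temperature.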
DT40 TDP1 CPT – qHTS for Inhibitors of human tyrosyl-DNA phosphodiesterase 1 (TDP1): qHTS in cells in presence of CPT. chicken DT40 Tdp1-/-;hTDP1 cells + 20 nM CPT, ATP luminescence, 48 h. Potency, µM (titrated, usually from 46.2 µM), for the others: top-dose activity change, negative = growth inhibition, actives largely listed as inhibitors. 420,000 compounds, 12% hits. AID 686979, 2013; also: nearly all actives have a fitted effect of over 55% in size
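Chicken DT40 Tdp1-/- cells complemented with human TDP1, 400 cells/well, exposed to compounds plus 20 nM camptothecin for at least 48 h at 37 C; viability read as ATP content by CellTiter-Glo luminescence.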
DT40 TDP1 no CPT – qHTS for Inhibitors of human tyrosyl-DNA phosphodiesterase 1 (TDP1): qHTS in cells in absence of CPT | DT40 Tdp1-/- hTDP1 cells, no CPT, ATP luminescence, 48 h | Potency, µM (top dose mostly 46.2 µM), for inactives: at the top dose activity change, negative = growth inhibition, hits mostly inhibitors | 420,000 compounds, 15% hits | AID 686978, 2013; also: nearly all actives have a fitted effect of over 55% in size
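Readout: luminescence from CellTiter-Glo after 30 min in the dark at RT. Cells: DT40 Tdp1-/- with stable hTDP1, 400/well. Exposure: compounds alone, ≥48 hr, 37 °C.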
* marks the source's active call; other numbers are inactive results; ? = inconclusive; nt = no result given. Calls follow the shape of the dose curve; as a rule, active = well fitted curve in the direction sought with a large enough effect; inconclusive = small, poorly fitted or top-dose-only effect, or another doubt; inactive = no such curve, though single readings can be large; an effect the other way counts as inactive or inconclusive. % is scaled to controls: 0 for no effect and ±100 for the full control effect; potency is read from the fitted curve at half-maximal effect. This is a random part of the collection; 18% or so of the library scored in one or more.

structure,GCN5L2 inh,DT40 TDP1 CPT,DT40 TDP1 no CPT
CC1=CC(C)(C)N(C(=O)CSc2nncn2C)c2ccccc21,-1.0%,-6.2%,-20.0%
CCCCOCCCNC(=O)c1ccc(OC)cc1,-6.1%,-11.9%,-18.7%
C=CCn1c(=O)n(CCC#N)c(=O)n(CCC#N)c1=O,-0.1%,-13.8%,-6.1%
O=C(NCC1CCNCC1)c1ccncc1,1.4%,1.5%,6.4%
CCc1occc(=O)c1Oc1cc(NN2CCCCC2)c([N+](=O)[O-])cc1[N+](=O)[O-],-4.9%,-10.2%,?
Cc1nn(C)c(C(=O)N/N=C/c2ccccc2)c1[N+](=O)[O-],-0.2%,-21.0%,-10.3%
COC(=O)c1ccc2c(c1)S(=O)(=O)NC(=NCc1ccco1)S2,-1.7%,5.1%,-24.0%
CNC(=O)NC1CCCc2ccccc21 (stereo not given),-1.2%,-9.2%,4.9%
C=CCc1cccc2cc(C(=O)Nc3ccc(S(=O)(=O)Nc4nnc(CC)s4)cc3)c(=O)oc12,26.8%,-12.6%,-21.9%
N#CCN1CCC2(O)CCCCC2C1c1ccc2c(c1)OCO2 (stereo not given),-2.2%,2.5%,-29.6%
Cn1c(=O)[nH]c(=O)c2c1nc(NCCCn1ccnc1)n2Cc1ccc(F)cc1,-17.3%,-16.2%,15.0%
Cc1cc(SCc2cc(=O)n3ccsc3n2)nc2ccccc12,-1.7%,0.0%,-23.2%
O=S(=O)(c1cccc2nsnc12)N1CCN(Cc2ccccc2)CC1,-5.2%,-3.7%,-22.3%
COc1ccc(COC(=O)CCCN=C2NS(=O)(=O)c3ccccc32)cc1F,nt,?,?
O=C(Nc1ccc(S(=O)(=O)Nc2nccs2)cc1)/C(=C/c1ccccc1Cl)NC(=O)c1ccccc1,1.9%,13.1%,5.6%
Cc1onc(-c2ccccc2)c1CNS(=O)(=O)c1cccc(Cl)c1,-4.4%,4.4%,-21.4%
CCOC(=O)N/N=C\c1ccccc1OC/C=C/c1ccccc1,-7.4%,?,?
CSc1ccccc1C(=O)Nc1ccccc1C(=O)NC(C)C,18.9%,23.1µM*,?
CCOc1ccc(OCCCCNC(C)(C)C)cc1,-4.5%,-14.7%,?
Cc1n[nH]c(C)c1NC(=O)CSc1nnnn1-c1cccc(F)c1,3.8%,6.4%,10.1%
CC(NC(=O)CNC(=O)C1O[C@@H]2OC(C)(C)O[C@@H]2[C@H]2OC(C)(C)O[C@@H]12)C(=O)O (stereo not given in full),-2.6%,-3.7%,14.7%
Cc1ccc(CNC(=O)C2CCC(=O)N2Cc2ccc(F)cc2)cc1 (stereo not given),-4.6%,25.7%,-6.0%
CC(C)C[C@H](NC(=O)[C@@H](Cc1ccccc1)n1c(=O)[nH]c2ccccc2c1=O)C(=O)N[C@@H](Cc1ccccc1)C(=O)O,0.3%,-1.4%,-4.2%
CC(C)C(N)C(=O)NC(Cc1c[nH]c2ccccc12)C(=O)O (stereo not given),2.6%,-2.8%,-9.1%
Cc1ccc(-c2cc(NC(=O)COc3ccc(Cl)c(C)c3)on2)cc1,-7.7%,-0.3%,-5.0%
O=C(Cn1nc(-c2ccccc2)ccc1=O)NCc1ccc(F)cc1,-2.6%,?,-7.6%
COc1ccc(OC)c(NC(=O)N2CCCc3ccccc32)c1,-17.2%,?,?
Cc1ccc(S(=O)(=O)N(C)CC(=O)OCC(=O)NC(=O)Nc2ccc3c(c2)OCCO3)cc1,-7.9%,?,?
CCOC(=O)C/C(=N\Nc1ncnc2ccccc12)c1ccccc1,-11.0%,?,?
COC(=O)Cn1c(=NC(=O)c2ccc(S(=O)(=O)N3CCOCC3)cc2)sc2cc(S(N)(=O)=O)ccc21,-3.4%,-6.5%,-3.2%
CCOc1ccc(NC(=O)CCC(=O)NNS(=O)(=O)c2ccccc2[N+](=O)[O-])cc1,0.2%,4.5%,-11.0%
CC(C)CC(NC(=O)C1CCC(C)CC1)C(=O)N1CCN(c2ccccn2)CC1 (stereo not given),-5.9%,16.4µM*,23.1µM*
Cc1n[nH]c(=O)n(N=Cc2c[nH]c3ccccc23)c1=O,nt,6.9%,-6.2%
Cc1cc(C(=O)NCc2cccs2)no1,-0.8%,-20.6%,-11.4%
COc1cc(C(=O)Oc2cccc(/C=N/NC(=O)c3cccnc3)c2)cc(OC)c1OC,-7.5%,6.51µM*,9.2µM*
CC#CCN1c2ccccc2[C@]23C[C@@H](C(=O)OC)N(C(=O)NCCBr)C2=NC(C(=O)OC)=C(C(=O)OC)[C@H]13,nt,-2.7%,-3.3%
CN(C)S(=O)(=O)c1ccc(=S)[nH]c1,-14.3%,-9.4%,?
COc1ccc(C2/C=C\CN(Cc3ccco3)CC(=O)N2Cc2ccc(F)cc2)cc1 (stereo not given),-6.4%,?,?
O=c1[nH]c(=O)c2nnc(N/N=C\c3ccc(O)cc3)nc2[nH]1,-7.3%,20.0%,-15.5%
COc1ccccc1-c1cnc(C(O)c2ccc(Cl)cc2C)[nH]1 (stereo not given),nt,?,18.4µM*
O=C(Nc1ccc([N+](=O)[O-])cc1)Nn1cnnc1,-4.7%,-23.3%,3.4%
COc1ccc(OC)c(NC(=O)c2sc3nc(C)cc(C)c3c2N)c1,-15.4%,-1.5%,?
COc1cnc(-c2ccccn2)nc1Sc1ccccc1,-10.8%,1.46µM*,1.03µM*
CC(C)CN1C(=O)NC(NC(=O)c2ccco2)(C(F)(F)F)C1=O (stereo not given),-3.1%,3.6%,-24.1%
FC(F)(Cl)c1nnc2ccc(Cl)nn12,-2.2%,?,?
C=CCN1C(=O)C(O)(CC(=O)c2c(C)n[nH]c2C)c2cc(Br)ccc21 (stereo not given),0.1%,-8.2%,-7.1%
CC(=O)Nc1cccc2c1C(=O)N(c1cccc(C)c1)C2=O,-0.4%,0.4%,-14.8%
NNC(=O)c1cnn(-c2ccccc2)c1C(F)(F)F,-5.4%,-9.3%,13.2%
COc1ccc(S(=O)(=O)N2CCC(C(=O)Oc3ccc(C)cc3)CC2)cc1OC,-5.3%,-22.1%,-10.6%
CCc1nc2ccc(C(=O)NC3CCN(Cc4ccccc4)CC3)cn2c1N(CC)Cc1cccc(Br)c1,nt,14.6µM*,11.6µM*

Next compounds.
structure,GCN5L2 inh,DT40 TDP1 CPT,DT40 TDP1 no CPT
CC(=O)c1cccc(CN2CCCC(CCC(=O)NCc3ccc(C)o3)C2)c1 (stereo not given),-0.7%,?,?
CN(C)C(CNC(=O)c1cccc(S(=O)(=O)NCc2ccccc2)c1)c1ccccc1 (stereo not given),-7.5%,?,?
S=c1[nH]nc(COc2ccccc2)n1/N=C/c1ccc(Br)cc1,-25.3%,-26.9%,?
O=C(CN1c2cccc3cccc(c23)S1(=O)=O)NC1CCCCC1,-3.9%,?,-20.7%
NC(COCc1ccccc1)c1csc(Nc2ncccn2)n1 (stereo not given),nt,-5.7%,?
COc1cc2c(cc1OC)C(c1ccc(Br)cc1)NC(=O)C2 (stereo not given),-0.3%,2.2%,-16.7%
CCC(C(=O)NCc1ccco1)N(C(=O)CNS(=O)(=O)c1ccccc1)c1ccccc1C (stereo not given),0.4%,11.6%,-17.4%
COc1cccc(CNS(=O)(=O)c2cc3c4c(c2)CCN4C(=O)CC3)c1,-22.8%,-9.9%,-0.9%
N/C(Cn1cncn1)=N\NC(=O)c1ccc(Cl)cc1Cl,-3.8%,-4.9%,-16.7%
CCCn1c(=O)c(C(=O)NCCCc2ccccc2)c(O)c2ccccc21,0.6%,?,?
COc1ccc(-c2ccc(SCC(=O)N3CC(=O)Nc4ccccc43)nn2)cc1,-6.7%,?,?
CCC(C(=O)Nc1ccc(S(=O)(=O)N(C)C2CCN(C)CC2)cc1)c1ccccc1 (stereo not given),-1.9%,?,?
CN(CC(=O)NCc1ccco1)C(=O)C1CC(=O)N(c2ccc3c(c2)OCCO3)C1 (stereo not given),-13.3%,-4.7%,?
COc1ccc(/C=C/c2c(-c3ccccc3OC)sc3ccccc23)cc1OC,-6.1%,-3.7%,-9.7%
O=C(NNC1CC(=O)N(c2ccc(Br)cc2)C1=O)c1cccnc1 (stereo not given),-1.7%,7.9%,8.6%
O=C(Nc1cc(F)cc(F)c1)c1ccc(NCCCN2CCCCCC2)c([N+](=O)[O-])c1,-2.3%,?,?
COc1ccccc1/C=C/C=N/n1c(-c2ccc(Cl)cc2)n[nH]c1=S,-12.2%,?,16.4µM*
CC1Cn2c(C(=O)NCc3ccccc3Cl)cc3cccc(c32)S1 (stereo not given),-6.1%,?,?
O=C(CSc1ncnc2sc3c(c12)CCCC3)NC1CCS(=O)(=O)C1 (stereo not given),-0.5%,-25.9%,?
O=C(Nc1ccon1)c1cccc(C(F)(F)F)c1,3.7%,-9.8%,-11.9%
Cc1cc(Cl)c(S(=O)(=O)Nc2ccc3c(c2)OCCO3)cc1OCC(N)=O,-1.4%,-26.2%,-29.7%
COc1ccc(-c2cc(N)n(S(=O)(=O)c3c(F)c(F)c(F)c(F)c3F)n2)cc1OC,-14.5%,0.184µM*,0.82µM*
Cc1nn(C)c(C)c1CN(C)C(=O)c1cc2nc(-c3ccco3)cc(C(F)(F)F)n2n1,-19.3%,?,?
COc1ccc(CNC(=O)C(CCSC)NS(=O)(=O)c2ccccc2F)cc1 (stereo not given),-2.7%,-13.9%,-20.8%
CC(=O)c1cccc(NS(=O)(=O)c2c(C(=O)N3CCCCCC3)c(C)n(C)c2C)c1,-2.5%,-28.0%,?
Cc1cccc(C(=O)NC(=S)Nc2c(C)n(C)n(-c3ccccc3)c2=O)c1,nt,16.5%,-13.8%
CCOc1ccc(NC(=O)CSc2nnc(CNC(=O)C34CC5CC(CC(C5)C3)C4)n2CC)cc1,-3.0%,?,?
O=C(COc1ccccc1)Nc1ccccc1N1CCN(c2ccccc2)CC1,-5.8%,?,?
Cc1ccc(Cl)cc1NC(=O)C(NS(=O)(=O)c1cccs1)c1ccccc1 (stereo not given),3.1%,-2.0%,6.1%
CCOc1ccc(S(=O)(=O)Nc2ccc(S(=O)(=O)N3CCOCC3)cc2)cc1,nt,1.7%,-8.4%
CCN(CC)CCNC(=O)c1ccc(NC(=O)c2ccc(S(=O)(=O)N3CCCCCC3)cc2)cc1,-5.1%,?,?
Cc1cccc(N2CCN(C(=O)c3cnc4c(C)cccn4c3=O)CC2C)c1 (stereo not given),4.1%,-27.1%,?
COc1ccc(-c2cn3nc(N4CCCC(C(=O)NCCCOC(C)C)C4)sc3n2)cc1 (stereo not given),-3.2%,13µM*,18.4µM*
CN(C(=O)c1sc2nc(N3CCOCC3)c3c(c2c1N)CCCC3)c1ccccc1,3.0%,?,23.1µM*
